KCNK3 inh: human KCNK3 channel inhibition, primary screen. hit rate 0.84% among 340,000. CHO-KCNK3 thallium flux, FluxOR fluorescence; stronger effect = lower value. B-score at 10 µM. O14649. AID 602410;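 active = B-score under library mean minus 4 SD, starting fluorescence ratio at most library mean plus 5 SD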;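 note: more negative B-score means stronger inhibition of thallium flux through KCNK3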
KCNK9 inh: inhibitors of human KCNK9 two-pore domain potassium channel; AID 488922; B-score at 10 µM; Q9NPC2; HEK293 KCNK9, FluxOR thallium flux fluorescence; stronger effect = lower value; hit rate 1.2% among 310,000;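 active = ratio B-score over 3 SD below the library mean, with starting fluorescence within 5 SD of its mean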;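 note: negative B-score means less thallium flux so channel inhibition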
TMEM16A inh: blocks the mouse calcium-activated chloride channel TMEM16A. normalized B-score (activity score, 25-100; higher = stronger inhibition) at 10 µM. hit rate 1.2% among 310,000. Q8BHY3. HEK293 TMEM16A/YFP iodide influx fluorescence, ionomycin;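 active = ratio plate-corrected score three or more library SD toward inhibition, starting fluorescence score within five deviations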;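 note: score derived from kinetic fluorescence span divided by baseline fluorescence per well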
KCNQ1 inh: inhibitors of human KCNQ1 potassium channel; hit rate 1.3% among 310,000; CHO-K1 KCNQ1, FluxOR thallium flux fluorescence; stronger effect = higher value; B-score at 10 µM;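 active = compounds whose thallium flux B-score, printed positive for inhibition, exceeds three library SD while starting fluorescence stays within three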;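 note: channel opened by potassium depolarization with thallium stimulus after 20 min compound exposure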
TRPC4 PAM: TRPC4 (mouse) allosteric potentiation; AID 2227; Q9QUQ5; hit rate 0.42% among 310,000; HEK293 TRPC4beta/mu-opioid, DAMGO EC20, Fluo-4 Ca2+ flux; stronger effect = higher value; B-score at 10 µM;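 active = B-score of calcium response area above 5 SD of library B-scores, with initial fluorescence ratio within 5 SD of library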;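 note: B-score of integrated fluorescence ratio over time as area under calcium response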
KCNQ1 act: human KCNQ1 channel potentiation or activation; P51787; CHO-K1 KCNQ1, thallium flux FluxOR fluorescence; stronger effect = higher value; B-score at 10 µM; hit rate 0.35% among 310,000;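 active = fluorescence ratio B-score, a plate-corrected score, at least three library SD, with initial intensity B-score within 5 SD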
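Test system: CHO-K1 cells stably expressing KCNQ1 / Medium: assay buffer / Also added: depolarizing K+/Tl+ stimulus, K2SO4 and Tl2SO4 each 12.5 mM in 5x stock / Incubation: 90 min dye loading and 20 min compound exposure, both at room temperature / Signal: thallium influx via FluxOR fluorescence, kinetic imaging / Evaluation: B score of baseline-normalized fluorescence ratio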
hERG rescue: shields human hERG channel from block by proarrhythmic agents; CHO-hERG, FluxOR thallium flux, dofetilide IC70 present; AID 1511; Q12809; activation (rescue from dofetilide block), less the hit threshold, % at 10 µM; hit rate 0.51% among 310,000;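 active = activation above the mean of controls blocked by dofetilide plus 5 SD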;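 note: thallium influx through hERG after potassium depolarization seen as dye fluorescence rise; in these data hits start at about 4.7%; inactives centre near -7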
Target sequence (Q12809 whole entry, looked up): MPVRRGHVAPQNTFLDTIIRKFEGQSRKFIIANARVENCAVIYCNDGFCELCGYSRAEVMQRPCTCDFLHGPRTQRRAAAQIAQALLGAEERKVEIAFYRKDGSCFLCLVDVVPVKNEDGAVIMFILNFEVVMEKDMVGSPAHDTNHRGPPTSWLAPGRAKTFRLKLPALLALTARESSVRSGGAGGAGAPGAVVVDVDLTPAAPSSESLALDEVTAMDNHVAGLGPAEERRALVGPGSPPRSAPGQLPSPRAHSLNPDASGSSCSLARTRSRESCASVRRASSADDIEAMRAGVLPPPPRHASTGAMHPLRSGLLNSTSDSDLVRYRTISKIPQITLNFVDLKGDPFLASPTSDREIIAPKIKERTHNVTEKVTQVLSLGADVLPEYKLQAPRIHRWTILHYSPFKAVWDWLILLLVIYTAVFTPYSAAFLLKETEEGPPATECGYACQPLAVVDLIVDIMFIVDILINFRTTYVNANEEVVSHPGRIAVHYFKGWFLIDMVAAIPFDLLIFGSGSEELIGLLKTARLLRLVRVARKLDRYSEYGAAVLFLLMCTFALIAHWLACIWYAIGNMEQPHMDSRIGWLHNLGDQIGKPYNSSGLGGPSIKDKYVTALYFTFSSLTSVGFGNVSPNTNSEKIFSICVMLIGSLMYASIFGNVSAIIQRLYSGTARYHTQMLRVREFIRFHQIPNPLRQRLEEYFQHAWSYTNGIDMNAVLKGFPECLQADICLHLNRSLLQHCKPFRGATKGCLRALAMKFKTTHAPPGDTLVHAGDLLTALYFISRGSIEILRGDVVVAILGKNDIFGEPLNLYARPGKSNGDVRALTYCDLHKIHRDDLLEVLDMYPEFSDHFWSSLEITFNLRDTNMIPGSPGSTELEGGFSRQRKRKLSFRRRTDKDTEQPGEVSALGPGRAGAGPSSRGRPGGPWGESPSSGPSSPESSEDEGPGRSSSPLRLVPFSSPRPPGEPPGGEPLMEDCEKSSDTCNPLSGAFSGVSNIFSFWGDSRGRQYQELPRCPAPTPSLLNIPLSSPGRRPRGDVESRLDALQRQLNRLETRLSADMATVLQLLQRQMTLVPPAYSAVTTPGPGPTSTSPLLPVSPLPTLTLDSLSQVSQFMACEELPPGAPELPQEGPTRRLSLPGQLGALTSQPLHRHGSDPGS
HDAC3 inh: blocks human histone deacetylase 3; AID 2718; O15379; inhibition, % at 8.3 µM; recombinant HDAC3, fluorogenic peptide/trypsin coupled, fluorescence; hit rate 0.15% among 320,000; in the data active = inhibition above about 26%, passing the limit was not always enough
TRPC4 act: opens the mouse TRPC4 cation channel | B-score at 10 µM | AID 2237 | HEK293 TRPC4beta/mu-opioid, Fluo4 calcium fluorescence; stronger effect = higher value | Q9QUQ5 | hit rate 0.49% among 310,000;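 active = B-score above 5 SD of library B-scores, and initial fluorescence ratio not above library mean plus 5 SD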;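 note: positive B-score marks a calcium rise read as TRPC4 activation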
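Material: HEK293 stable line with TRPC4beta plus mu-opioid receptor; technique: Fluo4 calcium-sensitive dye fluorescence, kinetic, 1 Hz baseline; timing: Fluo4 dye loading 45 min at room temperature, 110 s recording; controls: assay buffer as low control, maximal DAMGO as high control; read-out: integrated baseline-normalised fluorescence ratio, converted to per-well B score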
DYRK1A inh: inhibitors of rat Dyrk1A kinase. Q63470. ADP-Glo luminescence, NFATc1 peptide. inhibition, % at 12.5 µM. hit rate 0.43% among 310,000. AID 504441; in the data active = inhibition above about 50%;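 note: plate controls were vehicle with enzyme for no effect and no enzyme for full effect; many of its hits are not listed in these tables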
ANO1 activ: mouse TMEM16A channel activation, primary screen | B-score at 10 µM | Q8BHY3 | AID 623877 | HEK293 TMEM16A/YFP-H148Q/I152L, iodide quench fluorescence; stronger effect = lower value | hit rate 0.3% among 340,000;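 active = fluorescence-ratio B-score plate-corrected deviation score at least 3 library SD below zero, with starting fluorescence score within 5 deviations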;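 note: channel opened by trigger with iodide after compound preincubation; score built on the fluorescence ratio of max minus min over baseline; more negative score means more quench and so TMEM16A activation or potentiation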
* hit, by the source's call; i = inactive; . = not tested or not shown.

SMILES	KCNK3 inh	KCNK9 inh	TMEM16A inh	KCNQ1 inh	TRPC4 PAM	KCNQ1 act	hERG rescue	HDAC3 inh	TRPC4 act	DYRK1A inh	ANO1 activ
O=C(NCC(=O)c1ccccc1)OCc1ccc([N+](=O)[O-])cc1	i	i	i	i	i	i	-8	0	i	8	i
Cc1cc(NC(=O)CSc2nc(C(C)C)nc3sc4c(c23)CCCC4)no1	i	i	i	i	i	i	-4	5	i	-3	i
O=C(CSCc1ccc(F)cc1)N1CCN(c2ccc(F)cc2)CC1	i	i	i	i	i	i	-13	2	i	1	i
O=C(NCc1ccc(F)c(F)c1)C1CCC(=O)N(CC2CCCCC2)C1 (configuration not stated)	i	i	i	i	i	i	-8	-4	i	2	i
CC(=O)c1cccc(Nc2ncnc3ccc(Br)cc23)c1	i	i	i	i	i	i	-7	.	i	15	i
O=C(Cc1cccs1)N1CCC(c2nc3c(nnn3Cc3ccccc3Cl)c(=O)[nH]2)CC1	i	i	i	i	i	i	-13	3	i	7	i
CC(=O)NC(Cc1ccccc1F)C(=O)NC1CCN(C(=O)NCc2ccccc2)CC1 (configuration not stated)	i	i	i	i	i	i	-11	-4	i	5	i
O=C(CSc1ccc(/C=N/NC(=O)c2cccc(F)c2)o1)Nc1ccccc1	i	i	i	i	i	i	-2	4	i	-2	i
O=C(O)Cc1ccc2oc(-c3ccccn3)nc2c1	i	i	i	i	i	i	-6	-4	i	1	i
CCCOc1ccc(S(=O)(=O)n2cc(F)c(=O)[nH]c2=O)cc1	i	i	i	i	i	i	-9	0	i	-2	i
COc1ccccc1NC(=S)N(C(C)C)C(C)c1ccccn1 (configuration not stated)	i	i	i	i	i	i	-8	0	i	.	i
CC(C)CC(=O)Nc1ccc(-c2nc3ccccc3c(=O)[nH]2)cc1	i	i	i	i	i	i	-10	-2	i	2	i
COc1ccc(CCNS(=O)(=O)c2cc(/C=C/C(=O)O)ccc2C)cc1OC	i	i	i	i	i	i	-2	-5	i	5	i
O=C(O)c1cc(Br)ccn1	i	i	i	i	i	i	-3	5	i	-5	i
COc1ccccc1CNC(=O)COC(=O)C1CCN(c2ccc(C(F)(F)F)cn2)CC1	i	i	i	i	i	i	-16	8	i	-1	i
COc1ccc(CNC(=S)Nc2cccc(C)c2)cc1	i	i	i	i	i	i	-6	0	i	0	i
CN(C)c1nc(N)nc(-c2cccnc2)n1	i	i	i	i	i	i	-6	-2	i	2	i
CCOCCc1nnc(NC(=O)CCc2ccccc2)s1	i	i	i	i	i	i	-6	-1	i	5	i
Cc1cc2n(n1)SC(Nc1ccc(F)cc1)N2 (configuration not stated)	i	i	i	i	i	i	-10	-1	i	-2	i
CC1CC2=C(NC(=S)NC2c2cccc(F)c2)/C(=C/c2cccc(F)c2)C1 (configuration not stated)	i	i	.	i	i	i	-16	.	i	2	i
CCN(CC)C(=O)C[n+]1cccc(C(N)=O)c1	i	i	i	i	i	i	-1	.	i	-1	i
Cc1ccccc1OCC(=O)NCCCNC(=O)c1cccnc1	i	i	i	i	i	i	-5	1	i	-10	i
CC(C)(C)C1(C)OC(C(N)=O)C(C(N)=O)O1 (configuration not stated)	i	i	i	i	i	i	-14	5	i	-8	i
Clc1ccccc1-c1nc2ccccc2[nH]1	i	i	i	i	i	i	-8	8	i	.	i
O=C(N=Nc1c(O)n(Cc2ccccc2)c2ccccc12)c1ccc(O)cc1	i	i	i	i	i	i	-7	7	i	1	i
O=C(CCNc1ccc(Cl)c(C(F)(F)F)c1)c1ccco1	i	-7.3*	i	i	i	i	-12	4	i	-5	i
Cc1c(C(=O)O)oc2ccc(S(=O)(=O)NCc3ccccc3)cc12	i	i	i	i	i	i	-4	-2	i	9	i
COCCCN1C(=O)N(c2ccc(F)cc2)C(=O)C1CC(=O)Nc1ccc(OC)cc1 (configuration not stated)	i	i	i	i	i	i	-4	-4	i	-3	i
O=C(NC1CCCCC1)c1cc(-c2ccco2)on1	i	i	i	i	i	i	-6	0	i	-1	i
Cc1nc2sc(C(c3ccco3)N3CCC(C)CC3)c(O)n2n1 (configuration not stated)	i	i	i	i	i	i	-9	.	i	0	i
CCCCNC(=O)CCC(=O)Nc1ccc2nc(N3CCOCC3)cc(C)c2c1	i	i	i	i	i	i	-12	-13	i	-4	i
O=C(CCc1nnc(CCCCc2ccccc2)o1)NCCN1CCOC1=O	i	i	i	i	i	i	-7	2	i	-1	i
CCOC(=O)c1oc2ccccc2c1CN1CC(C)OC(C)C1 (configuration not stated)	i	i	i	i	i	i	-8	0	i	-4	i
Cc1ccc(C(=O)N2CCCCCC2)cc1S(=O)(=O)N1CCOCC1	i	i	i	i	i	i	-5	-2	i	1	i
COc1ccc(C(=O)NCCSc2ccccn2)cc1	i	i	i	i	i	i	-4	.	i	5	i
Cc1ccc(N2CC(O)(c3cccs3)[N+]3=C2CCCC3)cc1 (configuration not stated)	i	i	i	i	i	i	-4	9	i	-7	i
COc1ccc(Cn2c(CCC(=O)Nc3ccccc3OC)nc3cccnc32)cc1	i	i	i	i	i	i	-9	12	i	-2	i
CC(C)c1ccc(N)c(S(=O)(=O)O)c1	i	i	i	i	i	i	-4	7	i	-11	i
Cc1ccc(CCNC(=O)C2CCCN(S(C)(=O)=O)C2)cc1 (configuration not stated)	i	i	i	i	i	i	-2	-1	i	-1	i
O=C(NCCNC(=O)c1cc(OCC(F)(F)F)ccc1OCC(F)(F)F)Nc1ccc(Cl)cc1	.	i	i	i	i	i	-20	7	i	.	.

Retrieved by compound from above, 2 records:
SMILES	KCNK3 inh	KCNK9 inh	TMEM16A inh	KCNQ1 inh	TRPC4 PAM	KCNQ1 act	hERG rescue	HDAC3 inh	TRPC4 act	DYRK1A inh	ANO1 activ
O=C(NCCNC(=O)c1cc(OCC(F)(F)F)ccc1OCC(F)(F)F)Nc1ccc(Cl)cc1	.	i	i	i	i	i	-20	7	i	.	.
CCOC(=O)c1oc2ccccc2c1CN1CC(C)OC(C)C1 (configuration not stated)	i	i	i	i	i	i	-8	0	i	-4	i

Other results.
SMILES	KCNK3 inh	KCNK9 inh	TMEM16A inh	KCNQ1 inh	TRPC4 PAM	KCNQ1 act	hERG rescue	HDAC3 inh	TRPC4 act	DYRK1A inh	ANO1 activ
COc1ccc(NS(=O)(=O)c2cn(C)c(=O)n(C)c2=O)cc1	i	i	i	i	i	i	-6	-7	i	6	i
CCC(C)N(C)Cc1cccc(C2(O)CCN(S(=O)(=O)c3ccc(F)c(C)c3)CC2)c1 (configuration not stated)	i	i	i	i	i	i	-6	.	i	2	i
O=C(O)c1cc(NCc2c(F)cccc2Cl)ccc1N1CCOCC1	i	i	i	i	i	i	-6	9	i	4	i
COCCNC(=O)c1onc(CS(=O)(=O)c2cc(C)cc(C)c2)c1C(=O)NCCOC	i	i	i	i	i	i	-9	-4	i	1	i
COc1ccccc1NC(=S)NC(=O)CCc1ccccc1	i	i	i	i	i	i	-4	1	i	21	i
Cc1cccc(NC(=O)C2C3C=CC(O3)C2C(=O)O)c1 (configuration not stated)	.	i	i	i	i	i	-5	7	i	.	.
Cc1cc(NC(=O)c2cnn3c(C(F)F)cc(-c4ccccc4)nc23)no1	i	i	i	i	i	i	-15	5	i	-10	i
Cc1ccc(OC(=O)c2sc3ncn(C)c(=O)c3c2C)cc1	i	i	i	i	i	i	-8	-3	i	-5	i
CCn1ncc(/C=C2/SC(=S)NC2=O)c1C	i	i	i	i	i	i	-7	-1	i	10	i
Nc1c(C(=O)N/N=C/c2ccc(OCc3ccccc3)cc2)cnn1-c1ccccc1	i	i	i	i	i	i	-2	-3	i	1	i
CNS(=O)(=O)c1cccc(C(=O)OCC(=O)N2CCc3ccccc3C2)c1	i	i	i	i	i	i	-12	4	i	2	i
CCN(CC)C(=O)CSc1nc2ccc(NC(=O)CSc3nnc(N)s3)cc2s1	i	i	i	i	i	i	-15	-4	i	9	i
Cc1nc2ccc(C(=O)N/N=C/c3ccc(O)cc3)cc2[nH]1	i	i	i	i	i	i	-13	2	i	6	i
Cc1cc(S(=O)(=O)N(Cc2ccccc2F)C2CC2)ccc1-n1cnnn1	i	i	i	i	i	i	-10	3	i	-3	i
CC(O/N=C/c1ccc(OC(F)F)cc1)C(=O)Nc1cccc(S(=O)(=O)N2CCOCC2)c1 (configuration not stated)	i	i	i	i	i	i	-4	-1	i	-4	i
CCOc1ccc(S(=O)(=O)N2CCOCC2)cc1NC(=O)CN1C(=O)NC(CC)(c2ccccc2)C1=O (configuration not stated)	i	i	i	i	i	i	-16	-1	i	-9	i
Nc1cc(C(Cl)=C(Cl)Cl)c(S(N)(=O)=O)cc1S(N)(=O)=O	i	.	i	.	.	.	.	2	.	-1	i
O=C(O)CCc1ccc(-c2ccccc2)n1CC(=O)Nc1cccc(C(F)(F)F)c1	i	i	i	i	i	i	-5	3	i	2	i
COC(=O)CNC(=O)CNC(=O)Nc1ccccc1Cl	i	i	i	i	i	i	-11	9	i	-2	i
CCOC(=O)CC1=C(C(=O)OCC)C(c2cc(OC)c(OC)cc2OC)C(C#N)=C(N)O1 (configuration not stated)	i	i	i	i	i	i	-7	1	i	18	i
Cn1c(=O)n(Cc2ccccc2Cl)c2ccccc21	i	i	i	i	i	i	-7	4	i	2	i
Cc1ccccc1-c1nc(CS(=O)(=O)CC(=O)N2CCCCC2)c(C)o1	i	i	i	i	i	i	-7	4	i	-4	i
N/C(CCCN1CCCCC1)=N/O	i	i	i	i	i	i	-3	4	i	1	i
CNC(=O)CSc1nnc(-c2ccco2)n1-c1cc(C)ccc1C	i	i	i	i	i	i	-4	-1	i	5	i
N#Cc1ccc(-c2cn(-c3ccccc3)c3[n+]2CCCS3)cc1	i	i	i	i	i	i	-8	-17	i	0	i
CC(C)NC(=O)COC(=O)c1cc(=O)[nH]c2ccccc12	i	i	i	i	i	i	-13	6	i	1	i
O=C(CNC(=O)Cc1ccccc1)NCC(=O)OCc1ccc(C(=O)c2ccccc2)cc1	i	i	i	i	i	i	-4	-7	i	3	i
O=C(O)c1ccccc1-c1nc2ccccc2n1-c1ccccc1	i	i	i	i	i	i	-4	7	i	1	i
Cn1c(=O)c2c(nc(Br)n2C/C=N/NC(N)=S)n(C)c1=O	i	i	i	i	i	i	-7	-1	i	.	i
COc1ccc(S(=O)(=O)N2CCCOC2CNC(=O)C(=O)NCCCN2CCOCC2)cc1 (configuration not stated)	i	i	i	i	i	i	-5	0	i	7	i
Cc1ccc(S(=O)(=O)c2c(C)nn(C(C)(C)C)c2OC(=O)C(C)(C)C)cc1	i	i	100*	i	i	i	-4	5	i	3	i

Screens from PubChem.

Not all compounds are listed (hit frequency here may not be typical).
